DAGLB inhibitor: blocks human DAGLB lipase activity | HEK293T DAGLB membrane lysate, EnzChek fluorogenic substrate | inhibition, % at 5.17 µM | 0.059% of 340,000 active; in the data active = inhibition above about 34%;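 also: 0% = enzyme with vehicle and 100% = wells lacking enzyme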
Target sequence (Q8NCG7 whole entry, looked up): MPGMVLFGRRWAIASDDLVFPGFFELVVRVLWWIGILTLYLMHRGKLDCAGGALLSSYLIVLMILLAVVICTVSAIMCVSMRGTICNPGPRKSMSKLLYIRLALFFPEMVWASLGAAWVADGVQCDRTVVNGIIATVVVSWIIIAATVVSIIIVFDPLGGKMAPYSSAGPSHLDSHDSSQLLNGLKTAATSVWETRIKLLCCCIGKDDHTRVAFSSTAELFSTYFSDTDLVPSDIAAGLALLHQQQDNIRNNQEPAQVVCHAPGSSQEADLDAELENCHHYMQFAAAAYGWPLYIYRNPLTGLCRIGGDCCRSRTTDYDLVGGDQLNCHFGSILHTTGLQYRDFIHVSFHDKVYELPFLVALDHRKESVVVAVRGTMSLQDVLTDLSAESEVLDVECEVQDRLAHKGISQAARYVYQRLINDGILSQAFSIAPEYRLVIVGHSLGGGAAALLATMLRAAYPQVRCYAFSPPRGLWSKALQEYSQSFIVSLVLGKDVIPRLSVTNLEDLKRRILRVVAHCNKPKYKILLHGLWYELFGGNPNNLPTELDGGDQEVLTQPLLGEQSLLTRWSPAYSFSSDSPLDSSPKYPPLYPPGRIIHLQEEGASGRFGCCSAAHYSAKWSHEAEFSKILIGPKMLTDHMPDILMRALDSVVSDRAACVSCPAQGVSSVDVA
CAL PDZ FP-1: inhibitors of human CAL PDZ peptide binding | AID 602252 | 0.92% of 300,000 active | inhibition, % at 24.9 µM | Q9HD26 | purified CAL PDZ, TMR-peptide fluorescence polarization, 1 h;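 active = mean inhibition of at least 30% with at least half of replicates also reaching 30%; inconclusive = no clear call, values can overlap the other calls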;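 also: 0% = DMSO neutral control and 100% = excess unlabeled competitor peptide PRC23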
PKA-R2B activ: activates the human PKA-R2B holoenzyme complex | AID 504700 | PKA-R2B holoenzyme dissociation, Cy5-IP20 fluorescence polarization; R2B truncated from residue 108, S112A mutant; 0% DMSO only, 100% 113 µM cGMP | 0.079% of 340,000 active | activation, % at 11.4 µM | P22694+P31323;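 active = activation above a cutoff set at the mean over all compounds plus 3 SD, cut at about 18% in these data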;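 also: higher means more holoenzyme dissociation and a rise in polarization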
Target sequence (P31323 whole entry, looked up, other chains not shown, the tested form may be a part): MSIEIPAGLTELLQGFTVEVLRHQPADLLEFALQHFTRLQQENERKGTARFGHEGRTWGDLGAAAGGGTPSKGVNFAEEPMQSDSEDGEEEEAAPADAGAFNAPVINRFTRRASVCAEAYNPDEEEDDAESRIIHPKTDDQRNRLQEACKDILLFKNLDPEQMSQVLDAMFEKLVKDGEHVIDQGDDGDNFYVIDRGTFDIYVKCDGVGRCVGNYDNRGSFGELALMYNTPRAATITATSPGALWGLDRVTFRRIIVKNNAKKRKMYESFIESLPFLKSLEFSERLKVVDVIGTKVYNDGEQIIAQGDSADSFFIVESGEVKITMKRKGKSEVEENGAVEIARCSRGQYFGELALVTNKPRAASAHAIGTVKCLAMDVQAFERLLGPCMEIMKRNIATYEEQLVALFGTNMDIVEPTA
RTF Ca sens inh: cardiac RTF calcium desensitization | P19429+P45379 | IANBD-labeled cardiac RTF, Ca2+ fluorescence | inhibition, % at 7.15 µM | 0.12% of 340,000 active;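 active = inhibition above the mean inhibition of all tested compounds plus 3 SD, cut at about 17% in these data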;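 also: assay run at fixed EC70 calcium of 1.6 mM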
RTF Ca sens act: increases calcium sensitivity of human cardiac regulated thin filaments; 0.24% of 340,000 active; IANBD-labeled TnC RTF fluorescence at EC20 calcium; 0% EC20 calcium, 100% full calcium; P19429+P45379; activation, % at 7.2 µM;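 active = activation above the mean over all tested compounds plus 3 SD, cut at about 30% in these data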;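 also: rise in fluorescence read as greater calcium sensitivity of cardiac thin filaments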
SR-BI uptake up: enhances SR-BI lipid uptake from DiI-HDL; CHO ldlA[mSR-BI] cells, DiI-HDL uptake fluorescence, 3 h; 100 = double the neutral-control signal; 0.096% of 320,000 active; activation, % at 12.5 µM;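 active = mean replicate activation of at least 60% and every replicate at or above 60%; inconclusive = mean or all-replicate condition met, but not both; inactive = mean below 60% and not all replicates reaching 60%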;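 also: 0% = median plate neutral-control signal and 100% = twice that signal; values of inactives mirror those of a sister screen read the other way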
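system = CHO ldlA[mSR-BI] cells, LDL receptor-null, SR-BI overexpressing | medium = Ham's F12 with 0.5% BSA, HEPES 25 mM, pH 7.4 | probe or stimulus = DiI-HDL 10 µg/mL | compound dosing = single-point compound dose | incubation = compound exposure 3 h, 37 °C | technique = DiI fluorescence, bottom read | read-out = cell-associated DiI fluorescence as measure of HDL uptake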
Keap1-Nrf2 PPI: Keap1-Nrf2 (human) interaction inhibition; Q14145; Keap1 Kelch-Nrf2 peptide fluorescence polarization, 1536-well; inhibition, % at 9.4 µM; 0.15% of 340,000 active; in the data active = inhibition above about 12%; inconclusive = no clear call, values can overlap the other calls; inactive = below about 7.3%;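 also: human Keap1 Kelch domain with fluorescein labeled Nrf2 9mer peptide probe; 0% = neutral control wells and 100% = peptide positive control; higher means more block of Keap1 binding to Nrf2 peptide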
Rtt109 Vps75: blocks Candida albicans Rtt109/Vps75 acetyltransferase activity | Q5AAJ8 | purified Rtt109/Vps75, ThioGlo CoA-SH fluorescence, 4 h | inhibition, % at 34.9 µM | 0.16% of 330,000 active;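 active = inhibition of at least 50% in every replicate; inconclusive = best replicate reaches 50% inhibition but some replicates fall short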
CAL PDZ FP-2: inhibitors of human CAL PDZ peptide binding | purified CAL PDZ, TMR-peptide fluorescence polarization, 1 h | inhibition, % at 20 µM | 0.02% of 330,000 active | AID 504414;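 active = highest replicate inhibition of at least 40%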;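 also: plate controls were DMSO neutral control wells for no effect and unlabeled competitor peptide control wells for full effect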
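Material: tagged CAL PDZ domain; buffer or medium: 25 mM sodium phosphate pH 7.4, 150 mM NaCl, TCEP, IgG, Thesit; compound dosing: single point, 20 µM; schedule: 1 h incubation at room temperature before polarization reading; measured by: FP readout, S and P plane fluorescence; read-out basis: percent inhibition from loss of millipolarization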
LANA DNA inh: KSHV C-LANA DNA binding inhibition; MBP-C-LANA/FAM-LBS DNA binding, fluorescence polarization; inhibition, % at 9 µM; 0.078% of 340,000 active;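 active = highest replicate inhibition at or above 60% at 9 µM, even if other replicates fall short; inactive = all replicates below 60% inhibition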;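 also: 0% = neutral control wells and 100% = 4 µM acridine orange control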
* marks the source's active call; other numbers are inactive results; ? = inconclusive; · = no result given.

Every second line gives: DAGLB inhibitor	CAL PDZ FP-1	PKA-R2B activ	RTF Ca sens inh	RTF Ca sens act	SR-BI uptake up	Keap1-Nrf2 PPI	Rtt109 Vps75	CAL PDZ FP-2	LANA DNA inh
> COc1ccccc1C1C(C(N)=O)=C(C)Nc2nc(-c3ccccc3Cl)nn21 (stereo unspecified)
 : -2	·	-4	-13	2	16	-6	-4	0.5	-0.3
> C/C(CC(=O)NCc1ccc(Cl)cc1)=N\NC(=O)c1ccccc1F
 : -2	1	1	-3	-1	11	-3	-4	-1.4	0.1
> COc1cc(OC)cc(-c2nnc(SCc3ccc(C(=O)O)cc3)o2)c1
 : 1	-4	7	7	-6	9	-1	2	-0.5	-2.8
> C=CCOc1cccc(C(=O)N2CCCC(Nc3ccc4c(c3)OCCO4)C2)c1 (stereo unspecified)
 : 2	12	8	-2	-3	3	-6	5	-0.9	-1.4
> CC(=O)c1ccc(NC(=O)CN(c2c(C)cccc2C)S(C)(=O)=O)cc1
 : 1	4	-8	1	0	3	3	-9	0.2	-1.7
> CCOC(=O)c1[nH]c(C)c(C(=O)OCCN2C(=O)c3ccccc3C2=O)c1C
 : 0	·	1	3	0	-9	-6	-8	-0.4	-1.2
> CN(CC(=O)Nc1ccc(F)c(F)c1F)C(=O)C1CCCC1
 : 1	-5	-6	0	6	-2	0	-15	1.7	-0.2
> Cc1cc2cc(CCNS(=O)(=O)c3ccc(F)cc3)c(=O)[nH]c2cc1C
 : 0	3	3	-17	-1	5	-2	2	-0.6	0.5
> COc1ccc(CN2CC(C(=O)NCCCN3CCCC(C)C3)CC2=O)cc1 (stereo unspecified)
 : 2	1	-3	-11	3	9	-6	-3	-1.3	-0.5
> COc1cccc(/C=N/NC(=S)Nc2cccc(S(=O)(=O)N(C)C)c2)c1
 : -1	-2	-2	-6	2	-38	-2	5	-1.7	-0.4
> COc1ccccc1OCC(=O)Nc1ccccc1C(=O)Nc1cccc(C(=O)O)c1
 : 3	-5	1	-3	3	22	-3	7	0.0	-1.2
> CCn1c(C)c(C)c2cc(C(=O)NC3CCCCCC3)ccc21
 : -6	·	-8	3	-2	-25	-2	12	-0.5	0.0
> Cc1cc(C)n(CC(C)NCc2c(C(=O)N3CCOCC3)nc3c(C)cccn23)n1 (stereo unspecified)
 : -3	10	-6	4	0	·	-5	-6	0.7	-1.7
> Cc1cccc(NC(=O)CSc2nc3ccccc3c(=O)n2CC2CCCO2)c1 (stereo unspecified)
 : -3	-4	-7	-6	0	-80	-1	-2	-1.6	1.8
> O=C(O)c1ccc(NC(=O)c2ccc(Cl)cc2)c(NC(=O)c2ccc(Cl)cc2)c1
 : 1	·	-2	4	-2	13	-3	-1	-3.8	1.0
> CCOC(=O)c1c[nH]c2c(Cl)ccc(Cl)c2c1=O
 : -16	·	5	-4	-4	2	-4	1	-1.9	-0.9
> COc1cc(/C=C2/SC(=S)N(CC(=O)O)C2=O)ccc1OC(=O)c1cccs1
 : 7	-6	-4	-13	-2	·	-3	37	-2.8	-4.6
> CCCC(=O)NCCc1nc2cc([N+](=O)[O-])ccc2n1C
 : 1	3	3	-4	-8	19	-4	8	-1.9	1.6
> Cc1cc2cc(CCNC(=O)CC(C)(C)C)c(=O)[nH]c2cc1C
 : -1	·	-9	1	6	-11	-3	-16	-0.6	-0.1
> CN(CC(=O)Nc1ccc(Cl)cc1)C(=O)CCc1ccccc1
 : -1	-1	0	-12	-6	·	4	-9	-2.5	0.7
> Cc1cccc(-n2c(O)c(C=NC3CCS(=O)(=O)C3)c3ccccc3c2=O)c1 (stereo unspecified)
 : -1	5	12	-4	6	3	-1	?	-1.7	1.6
> Cc1ccc(-c2nnc(Nc3ccc(C(=O)N(C)C)cc3)c3ccccc23)cc1S(N)(=O)=O
 : -2	-4	2	6	-4	-22	-3	6	·	0.3
> COc1ccc(C2NC(=O)N(C)C3=C2C(=O)CC(C)(C)C3)cc1OC (stereo unspecified)
 : 2	0	-4	-8	2	22	-7	-3	-0.7	-2.0
> CO/N=C(\N)c1ccc([N+](=O)[O-])cc1
 : 2	1	-15	-17	0	2	-2	-9	-2.5	0.1
> COc1cc(C(=O)NCc2ccc(C)cc2)ccc1OC(F)F
 : -4	1	2	6	-2	2	-1	·	-1.6	-0.7
> CCN1CC2([N+](=O)[O-])CC=C(OC)C([N+](=O)[O-])(C1)C2 (stereo unspecified)
 : -1	-1	8	8	12	18	-3	1	-1.1	1.0
> Cc1nc2cc(NC(=O)COc3ccc(C#N)cc3)ccc2n1-c1ccccc1
 : -3	-2	-17	2	2	13	-7	15	-3.7	0.0
> O=C(COc1ccc(Cl)cc1)Nc1ccc2oc(-c3ccncc3)nc2c1
 : -5	·	2	-7	-1	-41	3	-3	-2.2	0.6
> CN(C)c1nccc(N(Cc2ccccc2)Cc2ccccc2)c1C#N
 : -6	-4	-7	-2	-1	10	-2	-6	-0.1	0.9
> CNS(=O)(=O)c1cccc(C(=O)OCC(=O)Nc2ccc(Cl)cc2F)c1
 : 0	9	-6	1	-4	17	2	5	0.0	1.6
> COc1cc(OC)cc(C(=O)NCC(=O)OCc2cc(=O)oc3cc(OC)ccc23)c1
 : -3	-2	-2	-4	-2	·	3	-4	-2.4	0.6
> NCCCCc1ccc2ccc3cccc4ccc1c2c34
 : 4	-3	-3	10	1	-5	-6	0	-0.5	-2.0
> N#Cc1ccc(OCC(=O)Nc2nc(-c3ccncc3)cs2)cc1
 : -2	·	-8	-6	-4	0	-5	10	-0.4	-1.3
> Cc1nn(-c2ccccc2)c2c1C1(C(=O)Nc3ccccc31)N1C(=N2)Sc2ccccc21 (stereo unspecified)
 : 0	3	2	-2	5	-20	2	13	0.0	0.1
> CCN(CC)CCCN=Cc1c(O)n(-c2ccc(C)cc2)c(=O)c2ccccc12
 : 0	-3	4	-13	4	?	-2	-1	0.9	-2.1
> COc1cc2c(cc1NC(=O)C1CCCO1)oc1ccccc12 (stereo unspecified)
 : -5	·	6	-4	-1	-76	3	11	-1.0	0.9
> Cc1ccc(NC(=O)CCn2nc(C)cc2C)c(C)c1
 : -2	-1	16	-1	-2	·	-4	-12	-1.0	0.7
> Cc1nc(CS(=O)(=O)c2ccc(Cl)cc2)cc(Sc2ccc(Cl)cc2)n1
 : -3	-4	-4	-11	1	-26	-1	9	-0.9	-0.9
> COc1ccc2c(c1)nc(NCCCO)n2Cc1ccccc1
 : -2	-3	-2	-14	4	3	0	-3	-0.6	-0.7
> CC(NC(=O)COC(=O)C1CC1C)c1ccccc1 (stereo unspecified)
 : 1	1	-6	-10	1	20	-3	3	-3.0	7.4
> O=C(O)C1CN(C(=O)c2ccccc2)c2cc(Cl)ccc2O1 (stereo unspecified)
 : 1	-3	4	4	-2	6	-7	5	-1.1	3.3
> CCCSc1nc(C)c(-c2csc(C(C#N)=C3CCCC3)n2)cc1C#N
 : 0	0	6	-6	-15	1	2	-2	-2.6	1.5
> Cc1ccc(S(=O)(=O)N2CCOCC2)cc1NC(=O)CNC(C)c1ccccc1 (stereo unspecified)
 : 2	·	18	5	-5	-1	3	1	0.4	1.1
> C=CCNC(=O)O/N=C/c1csc([N+](=O)[O-])c1
 : ·	·	·	·	·	5	-3	8	0.5	3.8
> CCOC(=O)N1CCN(C(=O)C2CCN(S(=O)(=O)c3cc(Cl)ccc3OCC)CC2)CC1
 : -1	-4	-10	-8	3	-27	2	2	0.3	-1.7
> O=C(NNC(=O)c1ccc([N+](=O)[O-])cc1)c1ccc(Br)cc1
 : -1	-2	-4	-3	-2	9	-1	1	·	1.0
> CC(NC(=O)c1ccccc1Br)c1nnc(SCc2ccc([N+](=O)[O-])cc2)n1C (stereo unspecified)
 : -3	-4	8	-1	-2	-1	4	1	0.4	0.1
> COc1cccc(OCCNC(=O)c2cccc(OC)c2)c1
 : -4	-1	-3	9	4	10	0	-6	0.8	-1.8
> O=C(Cn1nnc2ccccc2c1=O)NCCc1ccccc1
 : -1	-7	-3	5	0	-14	-1	0	-0.4	0.4
> COc1ccc(CCN(C)C(=O)C2CCN(C(=O)Nc3ccccc3)CC2)cc1OC
 : 0	-1	0	-2	-7	-11	1	23	-1.4	-1.1
> COc1ccc(CNC(=O)CCCC(=O)Nc2cccc(Br)c2)cc1
 : -1	-5	-2	1	2	-2	-2	-4	0.7	-1.3
> COc1ccc(Nc2nnc(-c3ccncc3)s2)cc1Cl
 : -5	-6	6	-8	4	-4	0	-24	-1.0	-0.3
> CCCCOP(=O)(c1ccc(N(C)C)cc1)C(O)c1cc(OC)ccc1OC (stereo unspecified)
 : 4	-12	-2	-8	-1	16	-4	-18	-7.9	-1.5
> COc1ccc(C(=O)COC(=O)c2sccc2C)cc1OC
 : -4	0	5	0	6	-24	0	9	-0.1	2.3
> Cc1cc(C)n(C(=O)C(C(=O)c2ccccc2)C(C)C)n1 (stereo unspecified)
 : -5	-5	-1	-15	3	0	-3	-11	-0.3	0.8
> COC(=O)c1ccc2cc(OC)cc([N+](=O)[O-])c2n1
 : 1	-2	4	-7	-4	6	-4	12	-2.4	0.9
> C/C(CC(=O)NC1CCCCC1)=N\NC(=O)COc1ccc(C)cc1Br
 : -3	-2	-5	1	1	-19	1	5	19	0.6
> O=S(=O)(c1cccs1)N1CCN(c2ccc(O)cc2)CC1
 : 1	-2	3	2	-2	13	-3	7	-2.2	0.2
> CC(C)c1onc(C(=O)Nc2sc3c(c2C#N)CCC3)c1[N+](=O)[O-]
 : 2	-1	0	0	-2	-1	-7	·	-1.1	2.7
> c1ccc(Cc2nnc3sc(-c4cccs4)nn23)cc1
 : 1	-4	-12	-10	2	14	2	-2	·	0.8
> Fc1cccc(CN(C2=NCCN2)c2c(Cl)cccc2Cl)c1
 : 1	-3	-9	0	6	7	4	9	-0.3	0.6
> CC(c1ccccc1)n1cc(C(=O)NCc2ccccn2)nn1 (stereo unspecified)
 : -1	29	-2	2	2	27	-5	4	-2.4	-0.2
> O=C(CN1CCN(C(=O)c2cccc(F)c2)CC1)Nc1ccccc1F
 : 2	-8	-15	-1	-3	0	-5	5	·	-4.0

High-throughput results: PubChem BioAssay, several laboratories
